# MT stabilizer = microtubule stabilization, imaging screen; HeLa tubulin immunostaining HCS, 24 h; share of cells brighter than vehicle mean+2SD; % tubulin-high responders, % at 10 µM; actives 0.83% (n = 200,000); AID 2205;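 active means plate Z-score above 3 for both tubulin-high and condensed-nucleus cell shares, with cell loss under 80%, at 10 µM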;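 further: anti alpha tubulin signal scored within the nucleus-defined area of each cell; some results filed as inactive read as strong as hits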
# WT yeast gro inh = growth inhibition of WT yeast, mitochondrial fusion screen; mitochondrial fusion phenotypic screen, WT strain; inhibition, % at 10 µM; actives 2.1% (n = 190,000); in the data active means inhibition above about 58%; tested in S. cerevisiae
# Hep lipid drop = modulators of hepatic lipid droplet formation; actives 0.4% (n = 240,000); AID 1656; AML12 mouse hepatocytes, oleate lipid droplets, BODIPY imaging; inhibition, % at 6.5 µM;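 active means lipid droplet intensity inhibited by at least 50%, with more than 500 cells counted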
#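 material = mouse AML12 hepatocyte cell line, fixed after treatment | also added = 100 µM oleic acid challenge | doses = compound at 6.5 µM only | schedule = overnight exposure | technique = Image-based BODIPY and DAPI two-channel analysis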
# XIAP displacement = small molecules displacing peptide from XIAP – biochemical, IAP family, fluorescence polarization (AID 1018). XIAP BIR domain, fluorescence polarization peptide displacement; higher % means a stronger effect. one-dose displacement, % at 20 µM; IC50 in µM for titrated hits. actives 0.007% (n = 200,000); in the data active means displacement above about 50%; further: a part of the inactive calls stands beside numbers as strong as those of hits
# b-catenin transl = alters nuclear translocation of beta-catenin in HeLa cells; immunofluorescence imaging; nuclear translocation activity, % at 5 µM; actives 0.3% (n = 190,000);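 active means nuclear translocation activity above 50% at 5 µM, with a well cell count of 50 or more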;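 further: per-cell ratio of nuclear to cytoplasmic median beta-catenin stain intensity; plate controls were DMSO negative control for no effect and GSK-3 inhibitor IX positive control for full effect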
#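 assay system = human HeLa cells, endogenous beta-catenin | times = compound treatment 24 h, 37°C, 5% CO2 | detection = Anti-beta-catenin immunofluorescence on PFA-fixed, Triton-permeabilized cells, DAPI nuclei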
# Autophagy mod = autophagy modulation, high-content screen; MEF GFP-LC3 puncta imaging; test concentration mostly 10 µM; calls only at 10 µM (by protocol); actives 0.98% (n = 190,000); AID 463193;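 active means percentage of spot-positive cells more than 3 SD above its plate mean, without a fluorescence outlier flag or 80% toxicity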;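 further: spot-positive cell cutoff set from DMSO-treated cells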
# Ins promoter up = MIN6 insulin promoter up-regulation; MIN6 insulin promoter-GFP reporter, high-content imaging; active compounds read high; z-score at 5 µM; actives 0.3% (n = 190,000);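 active means z-score above 3 at 5 µM with at least 500 cells counted in the well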
# ER stress rescue = protection against thapsigargin-triggered cell killing – 384-well, CSM14.1, ATP luminescence, primary screen (AID 1222); CSM14.1 thapsigargin-induced death rescue, ATP luminescence; higher % means a stronger effect; cellular ATP content (survival), % at 20 µM; hits with a dose series show EC50 in µM; 190,000 tested, under 10 active;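 active means EC50 below 50 µM in the dose-response confirmation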;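 further: death triggered by thapsigargin at about 15 µM added after 2 h compound pretreatment; cell ATP read after overnight thapsigargin exposure of roughly 18 to 22 hours; normalized against plate controls of thapsigargin alone and 5% DMSO vehicle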
# Dynein transport = blocks dynein driven cargo transport along microtubules; 3617.4 mouse cells, GR-EGFP nuclear translocation imaging; test concentration mostly 20 µM; stimulated with dexamethasone, 1 µM; active compounds read low; z-score, hits read low; actives 0.47% (n = 220,000);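 active means plate z-score of nuclear minus cytoplasmic receptor signal below a set negative limit, without overly bright fluorescence or cell loss, cut at about -3.5 in these data, passing the limit was not always enough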;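 further: z-score of nuclear minus cytoplasmic ring GR-EGFP intensity difference per well; some compounds called inactive have numbers as strong as hits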
#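 Buffer or medium: tetracycline-free induction medium containing charcoal-stripped FBS / Reagent: dexamethasone agonist, 1.0 µM final, for 30 min / Technique: automated 10x imaging of fixed Hoechst-stained cells / Times: induction 48 h, compound 1 h, agonist 30 min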
# WT yeast gro inh mutant strain = second read-out of WT yeast gro inh, no call of its own (marks repeat the call); inhibition, %; mitochondrial fusion phenotypic screen, mutant strain inhibition
# Dynein transport cytoplasmic EGFP = further read-out of Dynein transport, marked with its call; z-score; measured here: cytoplasmic GR-EGFP intensity; active compounds read high
# Dynein transport nuclear GR-EGFP = second read-out of Dynein transport, no call of its own (marks repeat the call); z-score; measured here: nuclear GR-EGFP intensity;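 lower value marks the stronger effect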
# Dynein transport cell count = second read-out of Dynein transport, no call of its own (marks repeat the call); z-score; measured here: cell count per field
# Ins promoter up cell count = second read-out of Ins promoter up, no call of its own (marks repeat the call); cell count; measured here: cytotoxicity, nuclei count;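 total cells summed across four imaged fields per well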
# Hep lipid drop cells 6.5 µM = second read-out of Hep lipid drop, no call of its own (marks repeat the call); cell count; measured here: cell count, cytotoxicity flag;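 cells counted across two imaged fields per well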
# b-catenin transl cell count 5 µM = also measured in b-catenin transl; calls as there; cell count; measured here: cell count, cytotoxicity flag
# MT stabilizer Hoechst-high % = further read-out of MT stabilizer, marked with its call; % Hoechst-high responders; measured here: nuclear condensation Hoechst responders;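 share of cells brighter than vehicle mean plus two SD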
# MT stabilizer cytotoxicity % = further read-out of MT stabilizer, marked with its call; toxicity, %; measured here: cytotoxicity by cell density;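 0% = mean cell density of plate MIN control wells and 100% = no cells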
# Autophagy mod cell loss 18 h = further read-out of Autophagy mod, marked with its call; toxicity, %; measured here: cell loss, nuclei count;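 cell loss after 18 h compound exposure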
# Numbers without * were called inactive; i = inactive; . = not tested or not shown.
SMILES,MT stabilizer,MT stabilizer Hoechst-high %,MT stabilizer cytotoxicity %,WT yeast gro inh,WT yeast gro inh mutant strain,Hep lipid drop,Hep lipid drop cells 6.5 µM,XIAP displacement,b-catenin transl,b-catenin transl cell count 5 µM,Autophagy mod,Autophagy mod cell loss 18 h,Ins promoter up,Ins promoter up cell count,ER stress rescue,Dynein transport,Dynein transport cytoplasmic EGFP,Dynein transport nuclear GR-EGFP,Dynein transport cell count
Cc1ccn2cc(CNS(=O)(=O)c3ccc4c(c3)OCCO4)nc2c1,7.4,2.2,7.0,-5,1,-15,726,-1.8%,1.3,1001,i,-5,-0.3,1774,-2.2%,-1.1,-0.18,-0.61,0.64
COc1ccc(NS(=O)(=O)c2c(C)n(C)c(=O)n(C)c2=O)cc1OC,5.5,2.0,5.8,-9,0,.,.,-3.6%,-0.5,1151,i,7,0.43,1053,-1.2%,0.0044,-0.12,0.05,-0.18
CCN(CC)S(=O)(=O)c1ccc(N2CCOCC2)c(NC(=O)c2ccc(C#N)cc2)c1,4.5,1.5,10,-14,11,15,691,-2.3%,-5.9,1109,i,17,0.05,1284,-0.1%,-0.25,-0.33,0.15,0.36
CCOC(=O)c1cnn(-c2cc(Oc3ccccc3C)ncn2)c1N,2.3,1.7,4.1,-4,-22,-7,776,-4.2%,4.3,1012,i,34,-0.58,922,0.9%,0.06,-0.21,0.42,-0.56
CC1Oc2ccccc2N(CC(=O)Nc2ccc3c(c2)OCO3)C1=O (stereo not drawn),3.4,3.0,4.0,-20,-5,.,.,2.4%,-1.2,1127,i,4,0.82,1315,-1.0%,0.58,-0.13,0.65,-1.5
CCOc1ccc(C(=O)CCC(=O)NC(CC(C)C)C(=O)OC)cc1 (stereo not drawn),1.4,1.0,6.6,12,5,-12,734,0.0%,0.2,1047,i,3,-0.15,1248,-0.5%,0.48,-0.1,1.2,-1.3
COc1ccc2c(=O)c(N3C(=O)c4ccccc4C3=O)coc2c1,3.5,2.1,4.0,9,13,-1,755,-5.8%,1.4,1157,i,-6,0.06,1379,2.5%,1.7,-0.24,0.97,-0.92
COc1ccc(C(=O)Oc2ccc[nH]c2=O)cc1,.,.,.,.,.,1,711,.,0.6,1236,.,.,-0.75,1234,.,1.6,-0.25,0.38,-0.27
Cc1cc(-c2nn(-c3ccccc3F)cc2CNCCc2cnc[nH]2)c(C)s1,4.2,2.6,10,15,14,-6,714,-7.7%,2.7,998,i,10,1.4,1253,-2.1%,0.05,-0.24,0.19,0.7
CCOC(=O)C1=C(O)/C(=C/c2cccc(OC)c2O)N=C1C,2.3,1.5,5.7,5,12,-12,569,-19%,0.4,1610,i,3,0.16,1327,2.8%,-0.93,-0.27,-0.61,0.74
COc1ccccc1/C=C/C=N/n1c(-c2ccco2)n[nH]c1=S,.,.,.,.,.,-8,740,.,-0.7,1305,.,.,0.31,1329,.,-0.11,-0.012,-0.057,0.58
Oc1[nH]c2c(Cl)cc(Cl)cc2c1N=NC(=S)NCC1CCCO1 (stereo not drawn),3.6,0.5,5.6,40,3,-8,478,-7.9%,1.0,1096,i,19,-3.6,926,0.1%,0.63,-0.12,0.25,-1.1
Cc1ccc(NC(=O)C2C(c3ccccc3)C2(Cl)Cl)c(C)c1 (stereo not drawn),2.2,1.4,6.2,86*,61*,-1,821,-23%,-1.8,1205,i,23,-0.63,892,4.3%,-1,-0.32,-0.25,0.37
COc1ccc(-c2cc3nc(C)cc(C)n3n2)cc1,1.5,1.3,6.3,4,12,4,778,-5.7%,-2.8,1271,i,2,.,.,-6.0%,-0.8,-0.15,-0.11,0.62
COc1ccc2cc3cc(C(=O)NCCN4CCN(c5ccccc5F)CC4)oc3nc2c1,1.9,2.1,6.0,16,11,.,.,-3.3%,0.4,1311,i,9,-0.28,1573,-0.7%,-0.48,-0.18,-0.2,0.38
Cc1ccc(C(=O)NC(N2CCCC2)C(Cl)(Cl)Cl)cc1 (stereo not drawn),1.6,1.5,6.2,18,2,.,.,-5.0%,-1.0,1325,i,-19,-0.05,1595,-1.3%,0.15,-0.23,0.7,0.16
COc1cc(NC(=O)COC(=O)CSc2cc(C)ccc2C)c(C)cc1[N+](=O)[O-],3.9,1.8,7.8,4,3,7,722,-2.8%,-0.3,1016,i,7,0.21,1589,-3.1%,1.2,-0.26,0.29,0.12
CC1CCCN(CCOCCOc2ccccc2-c2ccccc2)C1 (stereo not drawn),5.0,2.3,7.1,24,23,-5,726,-2.9%,-0.3,493,i,15,-0.12,1386,-0.6%,-0.54,-0.21,0.3,0.26
CN1CCN(c2nc(-c3ccccc3)nc3c2oc2ccccc23)CC1,.,.,.,.,.,.,.,1.5%,-4.8,916,.,.,-2.1,992,-2.9%,.,.,.,.
CCCCNc1ccc(S(N)(=O)=O)cc1[N+](=O)[O-],2.5,1.1,5.5,-3,-11,-2,645,-0.9%,1.1,898,i,2,-0.15,1360,-0.2%,-0.2,-0.34,-0.57,0.41
O=C(c1ccco1)N1CCN(C(=O)c2sccc2-c2ccccc2)CC1,4.3,1.6,2.2,-3,5,6,670,-5.0%,-2.9,1266,i,-5,-0.23,1154,1.4%,0.33,-0.29,-0.66,0.68
C/C(N)=C(/C#N)C(=O)COC(=O)c1cc(-c2ccccc2)nc2ccc(Br)cc12,5.0,5.3,8.3,5,3,-5,636,-3.4%,1.7,1498,i,-20,0.18,1529,-0.6%,-0.87,-0.08,-0.3,1.2
CC(=O)Nc1ccc(NC(=O)C2CCCCC2C(=O)O)cc1 (stereo not drawn),2.2,2.6,4.6,-10,-12,0,563,-8.2%,-1.2,539,i,7,0.45,1285,-2.3%,-0.56,-0.25,-0.64,0.66
Cc1nc(/C=[N+](\[O-])C(C)(C)/C=N/O)n(O)c1C,1.2,2.0,8.6,10,7,0,784,-4.6%,-6.0,1206,i,28,0.82,817,0.2%,-0.082,-0.18,-0.23,0.29
Cc1ccc(C)c(S(=O)(=O)NC(CCC(N)=O)C(=O)O)c1 (stereo not drawn),5.1,2.8,9.0,.,.,.,.,-2.4%,-2.5,1183,i,-51,1.2,1088,-1.5%,-0.72,-0.49,-0.58,1.2

# Other entries
SMILES,MT stabilizer,MT stabilizer Hoechst-high %,MT stabilizer cytotoxicity %,WT yeast gro inh,WT yeast gro inh mutant strain,Hep lipid drop,Hep lipid drop cells 6.5 µM,XIAP displacement,b-catenin transl,b-catenin transl cell count 5 µM,Autophagy mod,Autophagy mod cell loss 18 h,Ins promoter up,Ins promoter up cell count,ER stress rescue,Dynein transport,Dynein transport cytoplasmic EGFP,Dynein transport nuclear GR-EGFP,Dynein transport cell count
O=C1NC(SCCCF)=N/C1=C/c1ccc(-n2cncn2)cc1,.,.,.,.,.,11,755,.,-0.4,1312,.,.,-0.62,1058,.,-0.77,-0.23,0.05,0.72
COc1ccc(OC(C)C(=O)N2CC(C)OC(C)C2)cc1 (stereo not drawn),4.4,2.3,1.7,-9,-3,10,691,-4.0%,0.0,1110,i,-5,-0.03,1349,.,0.68,-0.24,0.79,-0.33
Cn1cccc1C(C#N)c1cccc(F)c1C#N (stereo not drawn),3.1,2.3,8.9,4,10,.,.,-5.8%,-0.8,1117,i,9,-0.21,1127,0.1%,3.2,-0.22,1.8,-1.7
O=C(NCCc1cn2ccsc2n1)C1CCCCC1,4.0,2.9,2.7,-5,6,10,642,-5.5%,0.0,1045,i,8,0.59,1908,-4.6%,-0.34,-0.15,-0.16,-0.17
O=C(CSc1ncccn1)NN=C1CCCCCCC1,3.1,1.7,9.1,20,0,5,739,-2.9%,-9.2,1281,i,-12,0.38,960,-3.5%,-0.0075,-0.21,0.44,0.44
COC(=O)C1=C(C)NC=C([N+](=O)[O-])C1c1ccc(OC)cc1 (stereo not drawn),5.0,2.9,6.9,-14,-3,-3,653,-3.4%,.,.,i,1,0.08,1230,-1.3%,-0.5,-0.32,-0.49,0.77
Cc1ccc2sc(N(CCCN(C)C)C(=O)c3ccc(Br)s3)nc2c1C,4.4,1.0,9.5,87*,87*,0,672,-0.1%,0.3,1046,i,10,-0.46,1131,.,1.2,-0.2,0.13,-0.19
CC/C(=N\O)C(C)(C)/[N+]([O-])=C/c1ccc(Br)cc1,1.5,2.3,8.9,3,3,.,.,0.5%,-4.6,901,i,30,0.29,1384,0.9%,0.019,-0.18,-0.017,0.031
CC(=O)c1cccc(CN2CCC(CO)(Cc3ccccc3)CC2)c1,2.4,2.8,1.4,5,8,2,695,-5.5%,0.3,1210,i,29,0.01,1403,0.2%,0.21,1.9,0.2,-0.46
Cc1cccc(C)c1OCC(O)CN1CCN(c2ccccc2)CC1 (stereo not drawn),7.5,3.0,5.6,7,19,2,710,-5.1%,0.4,1559,i,3,0,1413,-1.8%,0.67,-0.37,0.59,-0.069
